Assay outcomes (PubChem BioAssay)
sPLA2-III inh: Inhibits HGIII-sPLA2 liposome hydrolysis, primary screen. 370,000 tested, 0.56% active. inhibition, % at 12.2 µM. QFRET BODIPY PC-A2 liposome hydrolysis, fluorescence;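 active means inhibition above mean plus 3 SD of compounds lying within the high and low control bounds, cut at about 19% in these data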;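 further: 0% = median of test compound wells and 100% = no enzyme DMSO wells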
Target sequence (Q9NZ20 whole entry, looked up): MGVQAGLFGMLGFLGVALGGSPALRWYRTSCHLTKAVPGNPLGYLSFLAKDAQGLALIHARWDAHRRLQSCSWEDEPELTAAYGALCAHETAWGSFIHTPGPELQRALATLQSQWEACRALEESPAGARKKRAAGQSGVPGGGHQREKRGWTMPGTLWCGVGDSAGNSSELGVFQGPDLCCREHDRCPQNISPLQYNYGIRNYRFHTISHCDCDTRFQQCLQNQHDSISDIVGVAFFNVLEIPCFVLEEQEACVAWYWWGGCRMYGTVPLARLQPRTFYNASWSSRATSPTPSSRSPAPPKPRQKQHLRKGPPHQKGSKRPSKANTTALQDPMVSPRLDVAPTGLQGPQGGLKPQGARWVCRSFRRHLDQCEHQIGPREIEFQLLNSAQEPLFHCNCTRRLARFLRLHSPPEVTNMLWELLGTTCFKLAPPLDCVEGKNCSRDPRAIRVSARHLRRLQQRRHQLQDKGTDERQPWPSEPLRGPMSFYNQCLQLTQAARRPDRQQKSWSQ
ASAP1 inh: blocks human ASAP1-stimulated Arf1 GTP hydrolysis; Q9ULH1; GDP FP detection; inhibition, % at 16.5 µM; 360,000 tested, 0.19% active; AID 624377; in the data active means inhibition above about 25%;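 further: 0% = vehicle with enzyme and substrate and 100% = no enzyme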
Target sequence (Q9ULH1 325-724 limits assumed): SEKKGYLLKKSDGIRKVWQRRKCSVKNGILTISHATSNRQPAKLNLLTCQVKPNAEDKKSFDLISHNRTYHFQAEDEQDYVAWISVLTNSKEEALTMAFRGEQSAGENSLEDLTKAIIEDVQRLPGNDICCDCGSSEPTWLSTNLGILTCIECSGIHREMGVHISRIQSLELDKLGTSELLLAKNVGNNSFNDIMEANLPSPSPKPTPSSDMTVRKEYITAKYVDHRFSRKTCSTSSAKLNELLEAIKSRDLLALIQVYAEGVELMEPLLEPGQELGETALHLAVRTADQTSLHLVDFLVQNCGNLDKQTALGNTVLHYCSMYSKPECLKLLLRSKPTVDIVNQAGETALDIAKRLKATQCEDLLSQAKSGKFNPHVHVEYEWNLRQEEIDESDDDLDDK
Tn6 DDE FP: inhibitors of Tn6 peptide binding to human fibrin DD(E); P02675; Fibrin DD(E) TRITC-Tn6 fluorescence polarization displacement; inhibition, % at 8.3 µM; 370,000 tested, 0.21% active; AID 720509;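 active means inhibition above a per-campaign cutoff: mean of compounds within control limits plus 3 SD, cut at about 15% in these data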;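 further: 0% = median of all compound wells on the plate and 100% = blocking peptide control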
FXN GAA850 act: increases GAA850 frataxin promoter reporter activity; HEK293 lucGAA850 FXN promoter luciferase reporter, 24 h; percent of 10 µM SAHA response; AID 540364; 360,000 tested, 0.56% active; activation, % at 6 µM;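 active means activation above the average of all compounds screened plus 3 SD, cutoff fixed separately per campaign, cut at about 7.5% in these data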;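 further: 0% = DMSO wells and 100% = 10 µM SAHA wells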
NPR1 activator: GC-A (human) enzyme activation | P16066 | HEK293 GC-A cells, cGMP TR-FRET, EC30 ANP; 0% at EC30 ANP, 100% saturating ANP | AID 1671463 | activation, % at 10 µM | 370,000 tested, 0.14% active; in the data active means activation above about 40%
ADAM10 inh: ADAM10 inhibition, QFRET primary screen; 370,000 tested, 0.62% active; inhibition, % at 7 µM; O14672; recombinant ADAM10, EDANS/DABCYL FRET peptide cleavage, 3 h;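 active means inhibition above a per-campaign cutoff equal to the mean of compounds falling between control-based bounds plus 3 SD, cut at about 20% in these data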;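 further: 0% = DMSO wells while the 100% control is not disclosed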
GC-B act: GC-B (human) receptor activation; 370,000 tested, 0.11% active; AID 1920062; activation, % at 10 µM; HEK293-GC-B cells, CNP EC30, cGMP TR-FRET; 0% at EC30 CNP, 100% saturating CNP; P20594;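 active means activation at 10 µM reaching about 35% in either raw or pattern-adjusted values, limit read from the data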
KLK7 zymogen act: activates the human kallikrein-7 zymogen; AID 652039; 370,000 tested, 0.9% active; activation, % at 7 µM; purified proKLK7, EDANS-DABCYL substrate fluorescence; 100% is mature enzyme control, 0% vehicle; P49862;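 active means activation above the mean of all tested compounds plus 3 SD, computed per campaign excluding outliers beyond control limits, cut at about 13% in these data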
ARFGAP1 inh: rat ARFGAP1 inhibition | Q62848 | Arfgap1-stimulated ARF1 GTP hydrolysis, GDP FP detection | inhibition, % at 16.5 µM | 360,000 tested, 0.26% active;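 active means inhibition above a per-plate limit, mean inhibition of low control wells plus 3 SD, cut at about 25% in these data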;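 further: 0% = DMSO wells with enzyme and 100% = wells lacking Arfgap1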
Target sequence (Q62848 1-136 limits assumed): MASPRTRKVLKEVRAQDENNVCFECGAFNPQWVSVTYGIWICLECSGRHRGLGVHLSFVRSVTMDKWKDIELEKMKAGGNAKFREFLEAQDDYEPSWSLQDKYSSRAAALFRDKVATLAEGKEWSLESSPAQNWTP
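material = rat Arfgap1 catalytic domain, aa 1-136 | also added = human ARF1(Δ1-17)-GTP substrate | compound dosing = one concentration, 16.5 µM, DMSO 1.26% | times = GTP hydrolysis reaction 2 h at 25 °C | measured by = FP, GDP Alexa 633 tracer displaced from anti-GDP antibody, 620/688 nm | evaluation = percent inhibition of Arfgap1-stimulated GTP hydrolysis | replication = single well per compound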
rCAG RNA binder: binds r(CAG) RNA repeats; r(CAG) RNA repeat, TO-PRO-1 dye displacement fluorescence; inhibition, % at 3 µM; 370,000 tested, 1.3% active;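 active means inhibition above the plate cutoff, the mean of all test compounds on that plate plus 3 SD, cut at about 35% in these data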;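 further: 0% = DMSO alone and 100% = 100 µM mitoxantrone as full dye displacement; higher means more dye released from RNA so lower well fluorescence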
Starred values were filed as active, the others as inactive; i = inactive; nt = not tested or not shown.

Results follow in this order: KLK7 zymogen act, FXN GAA850 act, ADAM10 inh, ASAP1 inh, rCAG RNA binder, sPLA2-III inh, GC-B act, NPR1 activator, ARFGAP1 inh, Tn6 DDE FP
COc1cnc(-c2ccccn2)nc1Oc1ccc(Cl)cc1
    0.1, 1.6, -2, -1, -6, 10, -8, 6, -2, 7
CC1(C)N=C(c2ccccc2)C(c2ccccc2)=N1
    -0.6, 1.1, -3, 8, 0, 0, 0, -6, 8, 1
O=C(C[C@H]1C[C@H](C(=O)N2CCOCC2)[C@@]2(CCC3CCCC3)c3[nH]c4ccc(Cl)cc4c3CCN2C1=O)NCCc1ccccn1
    -0.3, 0.0, -6, -9, 3, 2, -5, -10, -13, -3
O=[N+]([O-])c1ccccc1S(=O)(=O)c1ccccc1[N+](=O)[O-]
    0.0, -1.6, 2, 4, -1, -2, 0, 4, 3, -5
Nc1cc(=O)[nH]c(SCC(=O)Nc2cccc(S(=O)(=O)N3CCCCC3)c2)n1
    -0.2, 2.1, -14, 7, 12, 7, 1, 4, 3, -3
Cc1c(Cl)cccc1NC(=S)NCc1cccs1
    0.6, 1.6, 5, -4, 0, 7, -9, 1, 13, -9
COc1ccc2[nH]c3c(=O)n4c(nc3c2c1)SCC4
    5.2, 2.5, i, 2, 2, 9, -2, 3, 10, 1
CCCCOCCCn1c(-c2ccco2)nc2nc3ccccc3nc21
    -16, 3.5, i, -3, 6, 3, 6, -1, 14, 8
CC(C)(C)OC(=O)NC(=NCCCc1cn(CC(=O)N2CCN(C(=O)OC(C)(C)C)CC2)nn1)NC(=O)OC(C)(C)C
    -0.4, -0.3, -1, 3, -9, 3, 0, -1, -2, 1
O=C(Cc1ccc(F)cc1)Nc1ccccc1Sc1ccccc1
    -0.1, 2.6, 5, -1, -4, -16, -3, -3, -2, 4
N#Cc1ccc(NC(=O)CN2CCN(c3ccccn3)CC2)cc1
    -0.6, -1.2, 5, -8, -2, 0, 6, 4, -7, 4
COc1ccc(OC)c(NC(=O)c2ccc(NS(=O)(=O)c3c(C)noc3C)cc2)c1
    0.3, 1.6, 2, -4, 25, -24, 4, 0, -4, -8
O=C(O)CCSc1nc2ccc(Br)cc2[nH]1
    0.1, -2.5, 1, 3, 0, 3, 1, 1, -2, -3
Cc1ccc(C(=O)Nc2ccc(-c3csc(C)n3)cc2)cc1
    0.0, 4.3, -73, 5, 0, 1, 5, 4, -4, -1
Cc1ccc(NC(=O)CSC(C)C(=O)NCCc2ccccn2)cc1 (stereo not given)
    0.4, -2.8, 2, 13, -4, -2, 4, 0, 15, -1
COc1ccc(S(=O)(=O)N2CCCCCC2)cc1NC(=O)Cc1n[nH]c(=O)c2ccccc12
    0.1, 4.8, -4, -2, 8, -6, -2, 1, -7, -9
O=C(c1ccccc1)c1cnc[nH]1
    -0.2, 3.9, -9, 4, -3, 9, 2, 3, 1, 1
Cc1c(Cl)cccc1NS(=O)(=O)c1cccc2nsnc12
    -0.5, -1.9, 8, 8, 4, -11, -1, 1, -3, 3
O=C(NCCOC(=O)c1ccccc1)c1ccc([N+](=O)[O-])cc1
    0.1, 0.0, 2, 5, -4, 3, -4, 0, 14, -6
CC(C)CC(=O)N1CCN(S(=O)(=O)c2ccc(Cl)cc2)CC1
    -0.1, 0.1, 4, 4, -4, 2, -4, -4, -11, 5
COc1ccc(C(=O)Nc2ccc(N3CCOCC3)cc2)cc1OC
    0.3, 4.7, -1, 6, 0, 0, 0, 0, 12, 9
CCn1c(COc2ccc(C)cc2)nnc1SCC(=O)Nc1ccc(Oc2ccccc2)cc1
    0.6, nt, -1, nt, 3, -2, 2, -3, nt, 0
CC(C)N(Cc1nccn1C)C(=O)c1cc(COc2ccc(F)cc2Cl)on1
    0.4, -0.4, -18, -2, -7, 1, 2, 5, -12, -4
Cc1ccc(C(=O)n2cnnc2N)cc1C
    0.1, 0.8, 0, 2, 0, 0, 2, 4, -7, -2
N#C/C(=C\c1ccccc1[N+](=O)[O-])c1nc(C2CC2)cs1
    0.0, 3.6, 2, -5, 2, 18, -5, -5, -6, -3
Cc1ccc(NS(=O)(=O)c2c(C)[nH]c(C)c2C(=O)N2CCCCC2)c(C)c1
    0.6, 0.7, 6, 8, -2, 1, 7, -3, 0, -6
CC(C)(C)NC(=O)CN(C(=O)C(=O)Nc1ccc2c(c1)OCCO2)C(C)(C)C
    0.3, 0.9, -7, -2, -6, 0, 1, 3, 1, 0
CC(C)c1nc2oc3c(=O)[nH]cnc3c2c2c1CCC2
    0.0, 1.8, -6, 12, 2, 6, -1, 9, 15, -3
O=C(Nc1ccc(Br)cc1)Nn1cnnc1
    -0.4, 3.1, -8, -8, -3, 6, 4, 3, -3, 1
CCOc1ccc(-n2c(=O)[nH]cc(C(=O)N3CCc4ccccc43)c2=O)cc1
    -0.3, -2.1, -5, -8, -1, -16, 1, -1, 4, -1
CCN(CC)CCn1c(NS(=O)(=O)c2ccc(C)cc2)nc2ccccc21
    0.3, -0.3, -7, -7, 0, -4, 1, 0, 2, 0
CC(=O)c1sc(NC(=O)Cc2c(F)cccc2Cl)nc1C
    -0.4, -0.7, -7, -2, 4, -1, -6, 13, -3, 2
Cc1cccc(-n2c(=O)c(C#N)cc3c(=O)n4ccccc4nc32)c1
    16*, 0.1, i, 3, 1, 8, 0, 3, 10, -6
O=C(c1ccc(NC2=NC3CS(=O)(=O)CC3S2)cc1)N1CCc2ccccc2C1 (stereo not given)
    -0.2, -0.2, 1, -9, 5, -1, 1, -5, -7, -2
O=C(NCCN1C(=O)S/C(=C\c2cccnc2)C1=O)c1cccc(OC(F)F)c1
    0.1, 0.0, 6, -13, 4, -3, 1, -1, 4, -3
O=C(NCc1nc(-c2ccc(C(F)(F)F)cc2)no1)Nc1ccc(F)cc1F
    0.1, 0.7, 1, -2, -6, 3, 2, -3, 12, 11
CC1CCN(CCCNC(=O)C2CCC(CNS(=O)(=O)c3cccc4nsnc34)CC2)CC1 (stereo not given)
    -0.1, -1.7, 9, 6, -4, 6, 5, 2, -11, 6
O=C(COc1cccc2cccnc12)Nc1ccccc1
    0.2, 0.1, -8, 2, -3, 5, -2, -3, 2, -1
Cn1c(=O)c2c(n(Cc3ccccc3)c1=O)NC(=O)C2CC(=O)NCc1cccc(Cl)c1 (stereo not given)
    0.1, -0.8, 2, 5, 8, -7, 2, 3, 8, 3
Cc1ccc(SCCC(=O)Nc2cccnc2)cc1
    0.7, 2.9, -6, 2, -3, 6, -1, 3, -5, 0
CN(CC(=O)NC1(C)CCS(=O)(=O)C1)S(=O)(=O)c1ccc(Cl)cc1 (stereo not given)
    -0.1, 1.0, -3, -11, 2, 7, 1, 1, -2, -3
NC(=O)NC(=O)COC(=O)[C@H](Cc1ccccc1)NC(=O)c1cccs1
    0.6, -0.3, -2, 17, -1, 1, -3, -4, 6, 1
CNC(=S)NNC(=O)c1cccn(Cc2ccc(Cl)c(Cl)c2)c1=O
    21*, 1.2, -319, 12, 1, 14, 3, 1, -2, 6
C/C(=N\O)c1sc(-c2ccccc2)nc1C
    0.5, 8.1*, 15, 6, 1, 8, -3, 2, -10, -8
CCOc1ccc(Nc2cc(C)nc3nc(C)nn23)cc1
    0.3, 0.9, -14, 19, -1, 4, -3, 2, 2, -5
CCc1nc2ccccc2c(=O)n1NC(=O)c1c(O)c2cccc3c2n(c1=O)CCC3
    -0.8, 0.8, 12, -6, 3, 4, 5, -10, 4, -1
COc1ccc(-c2nc(C#N)c(NCCc3ccccc3)o2)cc1
    -1.0, 3.3, -141, -6, -2, 6, -3, 10, 11, -2
Cc1ccc(CNC(=O)CCC2CCCN(Cc3cccc4c3OCO4)C2)o1 (stereo not given)
    0.3, -0.1, 0, 3, -5, -2, -3, -1, -4, 5
Cn1c(=O)[nH]c(=O)c2c1nc1n2CCN1Cc1ccccc1
    -0.8, 1.3, -2, 4, 0, 1, 0, 0, 20, 6
CC(=O)c1ccc(NC(=O)C2CCCN2S(=O)(=O)c2ccc(F)cc2)cc1 (stereo not given)
    0.2, 1.6, -5, 19, -3, -6, -5, 1, 1, -6
CC(C)(C)c1ccc(NC(=O)COC(=O)c2ccc([N+](=O)[O-])s2)cc1
    -0.7, 1.4, 18, 6, 4, 0, 1, -3, -3, -12
C/C(=N\NC(=O)c1ccc(CSc2cccc3cccnc23)cc1)C1CCCCC1
    4.5, 2.8, -210, -7, 9, 9, -1, 8, -11, -8
COc1ccc(S(=O)(=O)N2CCOCC2)cc1NC(=O)CSc1cccc[n+]1[O-]
    0.4, 0.0, 3, 4, -2, 3, 2, -4, 7, 3
COc1cccc(CNC(=O)[C@H]2CCCN2C(=O)[C@H]2CCCN2C(=O)N2CCOCC2)c1
    0.1, nt, -3, -8, 3, -3, 1, 3, 1, -3
N#Cc1cnn2c(N)c(-c3ccc(Cl)cc3)cnc12
    2.4, 5.9, 1, -4, 0, 0, -1, -2, 4, -9
CN(CC(=O)Nc1ccc(OC(F)(F)F)cc1)C(=O)/C=C/c1ccco1
    -0.5, -0.6, 6, 4, 1, -6, 4, 1, -3, -2
C/C(=N\NS(=O)(=O)c1ccc(Cl)cc1)c1ccc(NC(=O)c2ccco2)cc1
    0.3, 2.9, -12, 7, 7, 10, -3, -7, 6, -7
COc1cccc(NC(=O)c2ccccc2-c2nc(-c3ccc(Cl)cc3)no2)c1
    0.2, 1.9, 4, 0, 3, -1, -7, -4, 5, -2
CC(C)CN1C(=O)c2ccc(NC(=O)C3CC3)cc2C1=O
    -0.4, -1.4, -85, -9, -1, 6, 0, 0, -3, 9
Cn1c(=O)n(CCc2ccccc2)c(=O)c2c1nc1n2CCN1Cc1ccco1
    -0.2, -1.3, -3, 11, -8, 6, -12, -21, 18, 5

Next entries follow:
Results follow in this order: KLK7 zymogen act, FXN GAA850 act, ADAM10 inh, ASAP1 inh, rCAG RNA binder, sPLA2-III inh, GC-B act, NPR1 activator, ARFGAP1 inh, Tn6 DDE FP
Cc1ccc(S(=O)(=O)N2C[C@H]3n4c(=O)ccc(=O)n4C[C@H](OC(=O)NC4CC4)[C@@]3(O)C2)cc1
    -0.5, -2.5, -4, 6, 1, -6, -2, 0, -5, 7
COc1ccc(N2CCN(Cc3nc4ccccc4n3C)CC2)cc1
    0.4, -0.4, 7, 1, -2, -4, 2, 3, 6, -5
COCCSc1nc2c(c(=O)[nH]c(=O)n2C)n1CCCc1ccccc1
    -0.7, 4.3, -7, -11, 1, 1, 4, 8, 0, -1
CCOC(=O)c1c(C)[nH]c(C)c1S(=O)(=O)N(C)CC(=O)NCc1ccc(F)cc1
    0.2, -0.8, -2, 3, -4, -1, -5, 1, 4, 1
COC(=O)CN1CCN(C(=O)c2csc3ccccc23)CC1
    0.6, nt, -2, nt, 6, 4, -8, 2, nt, 5
Cc1cccc(OCc2nnc(SCc3cc(=O)n4cc(Br)ccc4n3)o2)c1
    -1.1, -2.5, -11, 1, 2, -10, 5, 1, 10, -7
C/C(=N\Nc1ccc(F)cc1)c1ccc(N2CCOCC2)c(F)c1
    -0.1, 1.2, -3, -5, 7, -7, 1, 3, 2, -6
COc1cc2c(c(OC)c1OC)[C@@]1(c3ccccc3)CCCCC[C@H]1[C@@H]2NC(=O)C(F)(F)F
    0.3, nt, 11, -2, 5, 0, -7, -6, 14, -6
Cc1sc2ncnc(SCC(=O)c3ccc(O)cc3O)c2c1C
    1.1, 0.7, 1, -5, 10, -16, -8, -1, -4, 6
